procasp7 counter: procaspase-7 activators, primary screen, counter-screen for procaspase-3 activator project, biochemical, absorbance, HTS, human. Caspase-7 (Homo sapiens), P55210. recombinant procaspase-7, Ac-DEVD-pNA absorbance 405 nm; D23A/D198A/D206A triple mutant, cannot self-cleave; scale: DMSO 0, 5 µM enzyme 100. activation, % at 8.5 µM. actives 0.093% (n = 330,000);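 active = percent activation above the screen-wide mean plus 3 SD, cut at about 25% in these data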
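Test system: Procaspase-7 triple mutant (PC-7 D3A). Also added: Ac-DEVD-pNA substrate, 400 µM as added. Schedule: 1 h enzyme–compound preincubation and 2 h substrate reaction, both 25 °C. Signal: p-Nitroaniline absorbance at 405 nm, read at 0 and 120 min. Control set: low DMSO alone, high DMSO plus 5 µM PC-7.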
RPL19A-GFP yeast: RPL19A-GFP expression modulators in yeast, primary screen, cell-based, S. cerevisiae, multiplex flow cytometry, MLPCN; AID 2025, 2009; percent response vs DMSO, % at 10 µM; S. cerevisiae RPL19A-GFP strain, 3 h; stronger effect = lower value; actives 0.3% (n = 330,000);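 active = percent response vs DMSO below 50%; inconclusive = fewer than 70 events counted for the yeast strain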;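 also: median channel GFP fluorescence of the barcoded RPL19A-GFP strain; ratio of sample median GFP to plate DMSO average so 100% = DMSO; lower means less RPL19A-GFP as with rapamycin TOR inhibition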
EBNA-1 inhibitor: EBNA-1 DNA-binding inhibitors, primary screen, biochemical, fluorescence polarization | actives 0.34% (n = 300,000) | inhibition, % at 14.8 µM; in the data active = inhibition above about 28%
procasp3 activ: activators of human procaspase-3 D3A mutant, primary screen, biochemical, absorbance, PC-3 D3A mutant, single concentration | recombinant procaspase-3 D3A, Ac-DEVD-pNA absorbance 405 nm | activation, % at 8.5 µM | actives 0.11% (n = 330,000) | AID 463141, 2010;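 active = activation above the mean of all tested compounds plus 3 SD, cut at about 21% in these data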;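 also: 0% = DMSO alone and 100% = DMSO wells spiked with extra 5 µM PC-3 D3A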
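Technique: 405 nm absorbance of p-nitroaniline, reads at 0 and 120 min; Test system: Procaspase-3 D3A mutant; Incubation: 1 h enzyme-compound preincubation, then 2 h substrate reaction, 25 °C; Repeats: singlicate, each compound tested once; Benchmarks: low control DMSO wells, high control DMSO plus 5 µM PC-3 D3A.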
ZTA DNA inh: blocks Epstein-Barr virus ZTA, an EBNA-1 counter-screen. ZTA-DNA binding, fluorescence polarization. inhibition, % at 11 µM. actives 0.15% (n = 320,000); in the data active = inhibition above about 33%
LAP4 TOR yeast: modulators of LAP4-GFP expression in yeast, primary screen, S. cerevisiae, multiplex flow cytometry, MLPCN library; 3 h; median GFP as percent of DMSO wells; actives 0.34% (n = 320,000); GFP response vs DMSO, % at 10 µM;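 active = GFP response vs DMSO above a set limit, about the screen mean plus 3 SD, cut at about 150% in these data; inconclusive = under 70 cell events counted for the yeast strain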
MEP2 TOR yeast: modulators of MEP2-GFP levels in yeast, primary screen, S. cerevisiae, multiplex flow cytometry, MLPCN library | actives 0.51% (n = 330,000) | GFP response vs DMSO, % at 10 µM | S. cerevisiae MEP2-GFP strain, 3 h; 100% = DMSO control level;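 active = GFP response versus DMSO above a set limit, roughly screen mean plus 3 SD, cut at about 180% in these data; inconclusive = fewer than 70 cells counted for a yeast strain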;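 also: median GFP fluorescence of the barcode-gated MEP2-GFP cells per well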
AHR activator: AHR activators, primary screen, cell-based, luminescence, luciferase reporter, human; AHR-responsive luciferase reporter cells; activation, % at 5 µM; actives 2.5% (n = 320,000); in the data active = activation above about 47%;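 also: 0% = vehicle wells and 100% = reference agonist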
The depositor's hits bear a star; ? = inconclusive; · = no result given.

SMILES	procasp7 counter	RPL19A-GFP yeast	EBNA-1 inhibitor	procasp3 activ	ZTA DNA inh	LAP4 TOR yeast	MEP2 TOR yeast	AHR activator
CC1CCCCC1NC(=O)C1CC(=O)N(Cc2ccccc2)C1 (stereo not given)	-0.4	102.7	6.3	3.5	-4.2	100.4	102.7	-1.9
CCc1ccc(CN(C)CC(=O)Nc2ccc3c(c2)CCC3)cc1	-3.8	103.8	-18.8	14.8	-17.8	96.1	109.9	2.7
C=CCn1c(CNC(=O)c2ccco2)nnc1SCC(=O)c1ccccc1	-8.6	100.1	3.3	1.7	5.5	105.4	98.7	1.2
Cc1ccc2oc(-c3cccc(NC(=O)Cc4cccs4)c3)nc2c1	0.2	97.1	33.7*	3.0	6.6	104.9	106.6	2.7
O=S(=O)(c1ccc(F)c(F)c1F)N1CCN(c2ncnc3sccc23)CC1	6.6	100.2	·	11.4	·	117.9	123.6	-0.3
N#CCCN(C(=O)COC(=O)CNC(=O)c1ccc(-c2ccccc2)cc1)c1ccc(F)cc1	5.7	101.3	-3.1	3.4	12.5	106.9	106.5	3.0
CCOc1ccccc1NC(=O)COC(=O)Cc1ccsc1	1.3	102.7	·	-4.3	4.8	106.4	101.3	0.3
COc1ccc(OCC(O)CNS(=O)(=O)c2cccc(Cl)c2)cc1 (stereo not given)	-5.3	98.9	3.5	4.9	-3.7	110.8	92.4	5.0
Cc1ccc(/C=N/Nc2cc(C)nc(NCc3ccccc3)n2)cc1	-2.1	94.5	4.5	-7.8	-0.6	103.2	99.1	16.9
COc1ccc(C/C(N)=N/n2cnnc2)cc1	6.4	97.3	10.9	12.6	3.0	96.9	98.3	-3.1
Cn1c(=O)c(=O)n(C)c2cc(S(=O)(=O)N3CCN(c4cccc(C(F)(F)F)c4)CC3)ccc21	10.2	98.7	10.3	2.3	-2.7	95.5	99.7	0.5
Cc1ccccc1OCCn1nc(C(=O)O)c2ccccc2c1=O	0.0	101.4	-9.3	0.2	10.8	104.9	93.8	-0.9
CC(OC(=O)c1cc2ccccc2cc1O)C(=O)Nc1ccc(S(N)(=O)=O)cc1 (stereo not given)	6.5	114.1	-11.3	0.2	-6.2	96.3	111.2	2.6
COc1ccc(C(=O)NC(=S)NC2CCCCC2)cc1	-17.9	87.0	-2.5	-8.8	-11.9	128.1	80.2	14.0
CCOc1ccc(N2CC(C(=O)Nc3cccc(C(=O)NC4CC4)c3)CC2=O)cc1 (stereo not given)	-12.2	?	·	-1.5	-1.6	?	?	4.5
CC1=C(C(=O)Nc2ccccc2C(=O)NCCCN2CCN(C)CC2)SCCO1	7.9	92.9	9.8	7.1	-7.1	90.2	92.6	-0.7
Cc1ccc(C(=O)CSc2nc(N)cc(=O)[nH]2)cc1C	-1.1	105.7	9.5	-0.8	4.7	97.0	102.6	3.6
CC1(c2cc(F)ccc2F)NC(=O)N(CC(=O)Nc2cccc(S(=O)(=O)N3CCCC3)c2)C1=O (stereo not given)	-11.8	95.1	·	9.1	4.9	96.9	94.5	-0.5
O=C(C1=C[C@H](c2coc3ccccc3c2=O)C[C@H](OCCCCO)O1)N1CCOCC1	2.0	98.3	0.8	2.5	-15.3	92.1	102.1	0.8
Cc1ccc(-c2nc(CS(=O)CC(=O)NC3CCC(C)CC3)c(C)o2)cc1 (stereo not given)	-1.4	94.1	-1.3	-6.8	-6.8	105.9	95.3	3.7
Nc1nonc1C(=O)NCCNC(=O)c1cccs1	2.1	108.2	-0.7	-3.2	-7.9	107.8	102.8	1.6
O=C(NCCCN1CCCCCC1)c1ccc(N2CCCC2=O)cc1	-2.7	92.2	-4.6	-0.9	-17.4	90.4	94.0	-0.6
Nc1c(C(=O)NCc2ccccc2)nnn1Cc1ccc(F)cc1	-2.2	98.3	14.3	1.7	9.4	104.9	101.5	0.6
CC(C)NC(=O)NNC(=O)Cn1nnc(-c2cccc(Cl)c2Cl)n1	-3.6	102.7	6.3	7.6	-3.0	111.9	108.9	-2.4
Cc1ccc2occ(C(c3nnnn3Cc3ccccc3)N3CCOCC3)c(=O)c2c1 (stereo not given)	-2.5	91.6	-6.2	15.2	12.7	90.3	89.6	-0.5
Continued.
SMILES	procasp7 counter	RPL19A-GFP yeast	EBNA-1 inhibitor	procasp3 activ	ZTA DNA inh	LAP4 TOR yeast	MEP2 TOR yeast	AHR activator
CCOC(=O)C1CCN(c2ccc(-c3cccs3)nn2)CC1	0.8	100.2	7.5	3.3	10.9	108.1	112.0	1.8
O=C(NCc1ccc(F)cc1)C(c1ccc(F)cc1)N(C(=O)c1csnn1)C1CC1 (stereo not given)	4.8	91.5	0.5	-8.0	-8.7	82.5	92.8	-0.3
COc1ccc(C2=NCCn3nc4cc(OC)ccc4c32)cc1	-8.2	97.7	6.5	10.3	-0.4	101.6	101.7	20.4
CCOc1ccc2nc(SCC(=O)NC3CCCc4ccccc43)sc2c1 (stereo not given)	-3.3	105.3	-4.6	2.9	-4.3	103.0	105.8	8.0
O=C(C1=C[C@@H](c2ccc(Br)cc2)C[C@@H](OCc2ccc(CO)cc2)O1)N1CCOCC1	-3.1	101.8	13.5	-3.2	-11.3	143.0	101.7	-2.7
CCN(CCC#N)c1ccc(N2C(=O)CCCC2=O)cc1[N+](=O)[O-]	-3.5	99.0	4.7	-4.0	2.5	99.4	107.7	0.4
O=C(NCC1CCCN(C(=O)CN2CCCCC2)C1)c1ccccc1Cl (stereo not given)	2.4	99.2	7.5	6.5	1.4	108.4	95.7	1.0
Cc1oc2c(c1C(=O)Nc1ccc(C(=O)O)cc1)CCCC2	-7.6	98.3	1.0	6.5	-0.8	107.1	90.1	1.2
CC(=O)Nc1ccc(S(=O)(=O)N2CCN=C2SCc2ccccc2C)cc1	10.7	103.9	11.4	4.3	-18.2	106.4	118.7	4.9
C/C(=N/NC(=O)CN1CCN(Cc2ccccc2Cl)CC1)c1cccs1	-12.2	104.7	-7.3	-4.2	8.1	117.7	109.3	2.8
Cc1cc(C)c2nc(C(F)(F)F)nc(N3CC(C)OC(C)C3)c2c1 (stereo not given)	4.2	96.6	-6.4	-4.6	8.2	·	99.2	-1.2
CN(CCC(=O)Nc1cc(S(=O)(=O)N(C)C)ccc1Cl)CC(=O)Nc1ccc(F)cc1	3.5	101.4	11.2	0.4	-7.1	87.6	98.8	1.4
C#CCOCCOCCOCCNc1nc(N2CCN(C(=O)CCCCCCCCCCNC(=O)Cn3cc(C[C@@H](C)O)nn3)CC2)nc(N2CCN(C(=O)CCCCCCCCCCNC(=O)[C@@H](CCSC)n3cc(CCO)nn3)CC2)n1	-11.4	86.6	5.2	3.9	0.7	122.3	83.1	0.0
O=P(O)(CP(=O)(c1ccccc1)c1ccccc1)c1ccccc1	-0.1	98.4	-9.0	-3.6	-7.2	98.7	105.2	1.8
Cc1cc(C(=O)COC(=O)CC(NC(N)=O)c2ccc(Cl)cc2)c(C)n1C (stereo not given)	5.3	100.2	·	8.8	·	105.4	103.6	2.5
CCC(C)(C)NC(=O)C1CCC(CNS(=O)(=O)c2cccc3nsnc23)CC1 (stereo not given)	-1.8	103.5	2.8	4.5	7.8	102.3	116.4	-0.7
CCOC(=O)C1CCN(C(=O)c2c(-c3ccccc3)noc2C)CC1	10.0	88.1	1.2	-3.1	-0.7	73.6	78.2	-2.1
O=C1CN(C(=O)COc2c(Cl)cccc2Cl)c2ccccc2N1	-1.8	91.8	7.1	-2.7	11.2	103.9	104.5	-5.3
CCN(CC)C(=O)c1sc(NC(=O)c2ccc(OC)c([N+](=O)[O-])c2)c(C#N)c1C	0.2	102.7	5.2	-8.8	12.7	98.9	103.5	2.1
Cc1ccc(-n2nnnc2-c2cnc3cc4c(cc3c2C)OCO4)cc1	1.1	94.9	1.1	0.1	22.8	98.2	103.5	0.7
O=C(Cc1ccccc1)NCC(=O)N1CCC2(CC1)NCCc1[nH]cnc12	2.3	101.5	12.0	-2.9	19.8	106.2	102.4	1.4
O=C(COc1ccccc1)NCc1nnc(SCC(=O)Nc2nccs2)n1-c1ccccc1	4.5	98.9	0.9	1.3	9.1	105.5	100.6	7.0
CCOC(=O)c1c(C)[nH]c(C)c1C(=O)COC(=O)c1nc2nccc(C)n2n1	6.0	101.7	-3.8	-3.2	-2.7	98.2	94.9	6.3
C/C(CC(C)C)=N\NS(=O)(=O)c1ccc(C)c([N+](=O)[O-])c1	3.0	102.8	-1.4	0.5	-1.4	106.5	98.3	-0.9
CCc1ccccc1NNC(=O)c1cc(C)on1	-4.9	105.8	-8.9	-4.7	1.8	95.6	109.6	1.4
Remaining list, next part
SMILES	procasp7 counter	RPL19A-GFP yeast	EBNA-1 inhibitor	procasp3 activ	ZTA DNA inh	LAP4 TOR yeast	MEP2 TOR yeast	AHR activator
CC1CC1C(=O)OCC(=O)Nc1ccc(S(=O)(=O)N2CCOCC2)cc1 (stereo not given)	-0.8	96.0	·	6.1	·	95.1	100.0	-0.2
COc1cc(/C=C/C(=O)O)cc(S(=O)(=O)Nc2ccc3[nH]c(=O)[nH]c3c2)c1OC	-3.2	98.5	3.8	-1.3	13.6	111.9	104.7	0.7
CCc1ccccc1NC(=O)CSc1n[nH]c(-c2cccnc2)n1	8.3	99.7	2.3	-1.2	2.0	100.6	105.1	1.9
COc1cc(C(CCN2CCCC(C)C2)c2c(OC)cc(OC)c3c2OC(=O)CC3c2ccc(N(C)C)cc2)cc(OC)c1OC (stereo not given)	-6.9	98.8	-3.1	10.6	-31.0	93.1	102.5	7.3
O=c1c(-c2ccc(Cl)cc2)cnc2n1CCS2	8.0	104.0	-0.3	0.3	-8.4	105.3	104.5	115.9*
CC1(C(=O)N2CCN(C(=O)c3ccco3)CC2)CC1(Br)Br (stereo not given)	12.6	102.0	5.4	4.8	-1.2	97.0	100.2	5.8
O=C(OCCOCCN=C1NS(=O)(=O)c2ccccc21)c1ccccc1Br	4.4	103.1	-18.4	-10.4	-8.2	92.4	99.6	1.5
CN(CCOc1ccc(Cl)cc1)C(=O)C1CCN(C(=O)c2ccc(F)cc2)CC1	-4.1	109.7	-2.3	-2.4	-17.9	70.8	107.6	0.3
Cc1c(/N=C/c2ccco2)n(Cc2ccccc2)c2ccccc12	-0.7	93.5	-5.1	-4.1	3.5	95.7	100.5	1.1
CCCCCC(=O)Nc1cc(S(=O)(=O)N2CCOCC2)ccc1N1CCN(C)CC1	-1.2	105.7	2.4	-3.6	-5.2	84.5	106.8	-1.6

Ordered by the number under MEP2 TOR yeast (lowest first): some entries from above
SMILES,RPL19A-GFP yeast,EBNA-1 inhibitor,procasp3 activ,LAP4 TOR yeast,MEP2 TOR yeast,AHR activator
O=C(OCCOCCN=C1NS(=O)(=O)c2ccccc21)c1ccccc1Br,103.1,-18.4,-10.4,92.4,99.6,1.5
Cc1c(/N=C/c2ccco2)n(Cc2ccccc2)c2ccccc12,93.5,-5.1,-4.1,95.7,100.5,1.1
CN(CCOc1ccc(Cl)cc1)C(=O)C1CCN(C(=O)c2ccc(F)cc2)CC1,109.7,-2.3,-2.4,70.8,107.6,0.3

Compound profiles (already shown). Screens in order: procasp7 counter	RPL19A-GFP yeast	EBNA-1 inhibitor	procasp3 activ	ZTA DNA inh	LAP4 TOR yeast	MEP2 TOR yeast	AHR activator
O=C(COc1ccccc1)NCc1nnc(SCC(=O)Nc2nccs2)n1-c1ccccc1 is listed as 4.5	98.9	0.9	1.3	9.1	105.5	100.6	7.0
O=S(=O)(c1ccc(F)c(F)c1F)N1CCN(c2ncnc3sccc23)CC1 is listed as 6.6	100.2	·	11.4	·	117.9	123.6	-0.3

Source: PubChem BioAssay

Outcome played no part in choosing rows; 3.8% or so of the library scored in one or more.
